# D2 antagonist: antagonists of human D2 dopamine receptor | HEK293 TREx D2 cells, calcium flux, dopamine EC80 | inhibition, % at 10 µM | 340,000 tested, 2% active | AID 485344; in the data active = inhibition above about 30%; note: 0% is about no effect
#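 Read-out: kinetic calcium fluorescence (1 cycle/s) in inducible HEK293 T-REx D2 cells after an EC80 dopamine addition that followed 180 s compound preincubation. Loss of the dopamine response indicates antagonism.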
# ERG Ets-DNA blk: inhibitors of human ERG Ets domain-DNA interaction; P11308; 370,000 tested, 0.028% active; Potency, µM (series often up to 76.9 µM), for inactives: at the highest dose FP activity, negative = inhibition, most hits filed as inhibitors; fluorescence polarization, His-ERG Ets domain / labelled DNA; active = well fitted inhibition curve with a large enough effect in the polarisation, with a control signal flat; inconclusive = small, poorly fitted or top-dose-only effect, or effect the other way, or a change in a side signal; inactive = no such curve, though single readings can be large or run the other way; the % refers to the polarisation;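 note: polarization taken with two DNA probes labelled with fluorescein and Texas red; potency is the fitted concentration of half-maximal effect; % of control where 0% means no effect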
#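 His-tagged ERG Ets domain (1 uM in the protein solution; 300mM KCl, 50mM Tris-HCl, 1mM EDTA, 1mM DTT, pH 7.5) received compound, then a probe mix of 5 nM fluorescein-DNA and 100nM Texas-615-DNA. Fluorescence polarization was read for both dyes.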
# LDHA block: LDHA (human) enzyme inhibition. P00338. purified LDHA, NADH/diaphorase-resazurin fluorescence; active compounds read low. activity change, % (values are at about 110 or 230 µM). 480,000 tested, 0.15% active. AID 1347041; in the data active = activity change below about -30%; inconclusive = mostly about -25% to -30%;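 note: plate controls were DMSO wells for no effect and wells without enzyme for full effect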
#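 Human LDH5 at 2 nM final in Tris HCl pH 7.4 with 0.06 mM NADH and 0.2 mM pyruvate, reacted 5 minutes at room temperature. Remaining NADH coupled via diaphorase/resazurin; resorufin fluorescence read at 0 and 20 minutes, normalized to enzyme-free and DMSO wells.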
# RGS4 inhibitor: human RGS4 inhibition; AID 504845; Transcreener GDP fluorescence polarization, RGS4-accelerated GTP hydrolysis; 390,000 tested, 0.039% active; Potency, µM (titrated, usually from 114 µM), without a hit: top-dose activity change, negative = inhibition, actives largely listed as inhibitors; P49798; note: potency is the fitted concentration of half-maximal effect; % is set by controls: 0 for no effect and ±100 for the full control effect; nearly all actives have a fitted effect of over 75% in size; some results filed as inactive show a strong effect at the top dose
# Target sequence (P49798 whole entry, looked up): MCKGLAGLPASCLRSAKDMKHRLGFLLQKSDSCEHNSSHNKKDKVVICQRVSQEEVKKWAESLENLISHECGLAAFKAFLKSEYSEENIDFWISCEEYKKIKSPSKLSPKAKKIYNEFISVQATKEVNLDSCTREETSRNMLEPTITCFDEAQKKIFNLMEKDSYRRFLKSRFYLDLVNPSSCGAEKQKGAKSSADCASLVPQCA
#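 MLSMR compounds (23 nl, pin-transferred) preincubated 10 min at room temperature with a 500nM (2x) first reagent, then RGS4 at 900nM (2x) plus Transcreener GDP mix added; fluorescence polarization (620/688 nm) read before and after 90 min at 30 °C.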
# Vif-A3F inh: inhibitors of Vif-A3F interaction | HeLa A3F-eYFP + Vif (tagged APOBEC3F with the HIV-1 protein that degrades it), YFP fluorescence increase | Potency, µM (titrated, usually from 46.1 µM), without a hit: at the top dose activity, negative = active | 390,000 tested, 0.2% active | AID 602313; note: potency is the fitted concentration of half-maximal effect; % of control where 0% means no effect; nearly all actives have a fitted effect of over 65% in size
#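 HeLa cells stably expressing Vif plus C-terminally eYFP-tagged A3F were seeded, incubated overnight at 37 deg C, dosed with compound, incubated overnight again at 37 deg C. Yellow fluorescence (Ex 488/Em 500-530) reported blocked Vif-mediated A3F-eYFP degradation.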
# Vif-A3G inh: blocks the Vif interaction with human APOBEC3G. HeLa A3G-eYFP + Vif (tagged APOBEC3G with the HIV-1 protein that degrades it), YFP fluorescence, overnight. Potency, µM (top dose mostly 46.1 µM), for the others: at the highest dose activity, negative = active, most hits filed as inhibitors. 410,000 tested, 0.076% active. Q9HC16;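 note: potency is the fitted concentration of half-maximal effect; % is set by controls: 0 for no effect and ±100 for the full control effect; nearly all actives have a fitted effect of over 60% in size; hits raise eYFP signal because A3G escapes Vif-driven loss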
#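 Read-out is eYFP fluorescence (Ex 488/Em 500-530) from Vif-expressing HeLa A3G-eYFP cells; more signal means A3G escaped Vif-mediated degradation. Cells plated overnight, compound pinned in, incubated overnight at 37 deg C.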
# Glioma ERSR ind: ER stress response induction in glioma; Potency, µM, without a hit: top-dose activation, usual class: activators; U87-MG GRP78 promoter luciferase reporter, 16 h; AID 602332; 420,000 tested, 0.02% active; note: potency is the fitted concentration of half-maximal effect; series mostly up to about 76 µM; % of control where 0% means no effect; nearly all actives have a fitted effect of over 35% in size
#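 Stably transfected U87-MG human glioma cells carrying a GRP78-based luminescent sensor were seeded at 1000 cells/well, pin-dosed with compounds and incubated 16 h. Luciferase reagent was then added, and end-point luminescence was read after 10 min at room temperature.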
# ALOX12 inh: blocks human arachidonate 12S-lipoxygenase; P18054; purified 12hLO, xylenol orange hydroperoxide absorbance; Potency, µM (top dose mostly 108 µM), without a hit: at the top dose activity change, negative = inhibition, most hits filed as inhibitors; 580,000 tested, 1.1% active; AID 1671190; note: potency is the fitted concentration of half-maximal effect; % is set by controls: 0 for no effect and ±100 for the full control effect
# Target sequence (P18054 whole entry, looked up): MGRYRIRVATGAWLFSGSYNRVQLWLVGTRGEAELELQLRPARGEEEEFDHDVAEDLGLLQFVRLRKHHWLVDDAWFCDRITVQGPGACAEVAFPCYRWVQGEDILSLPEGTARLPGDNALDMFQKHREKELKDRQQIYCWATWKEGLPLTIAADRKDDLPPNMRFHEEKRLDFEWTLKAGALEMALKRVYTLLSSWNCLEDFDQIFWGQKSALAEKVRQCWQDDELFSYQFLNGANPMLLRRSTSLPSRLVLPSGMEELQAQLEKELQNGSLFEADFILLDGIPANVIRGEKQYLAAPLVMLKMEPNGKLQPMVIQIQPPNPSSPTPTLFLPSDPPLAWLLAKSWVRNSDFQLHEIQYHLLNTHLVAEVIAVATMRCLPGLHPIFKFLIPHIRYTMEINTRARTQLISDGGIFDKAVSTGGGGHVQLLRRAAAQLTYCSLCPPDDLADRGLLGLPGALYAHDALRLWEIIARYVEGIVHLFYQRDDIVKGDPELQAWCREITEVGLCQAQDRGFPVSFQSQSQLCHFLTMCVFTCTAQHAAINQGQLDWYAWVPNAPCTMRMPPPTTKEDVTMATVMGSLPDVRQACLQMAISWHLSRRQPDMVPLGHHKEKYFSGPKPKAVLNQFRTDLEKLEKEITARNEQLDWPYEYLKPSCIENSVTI
#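 Purified human 12hLO at 150 nM in 25 mM Hepes, 0.01% Triton X-100, pH 7.0, preincubated 15 min at room temperature with compound. Reaction started with 40 uM arachidonic acid, 30 min at room temperature. Hydroperoxide measured by Fe-xylenol orange, 573/405 nm absorbance ratio.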
# D2 ag: activates the human D2 dopamine receptor; HEK293 T-REx D2 cells, calcium flux agonist mode; activation, % at 2 µM; P14416; 340,000 tested, 0.53% active; AID 485358;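 active = activation over 3 SD above normal in the single-dose calcium agonist read, cut at about 30% in these data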; note: 0% is about no effect
#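 Tetracycline-induced HEK293 T-REx cells with force-coupled D2 receptor, plated overnight at 30 C, loaded with no-wash calcium dye. After a 10 s baseline, compound was pin-added and calcium flux read kinetically for 180 s; calcium rises flagged agonists.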
# * marks the source's active call; other numbers are inactive results; ? = inconclusive; . = not tested or not shown; & = joins results of further samples; ! = not active in a repeat; [ ] = dose if it differs, or a comment. Unless noted, calls come from the whole dose curve; as a rule, active = well fitted curve in the direction sought with a large enough effect; inconclusive = small, poorly fitted or top-dose-only effect, or another doubt; inactive = no such curve, though single readings can be large; an effect the other way counts as inactive or inconclusive.
SMILES,D2 antagonist,ERG Ets-DNA blk,LDHA block,RGS4 inhibitor,Vif-A3F inh,Vif-A3G inh,Glioma ERSR ind,ALOX12 inh,D2 ag
COC(=O)C1=C(c2c(C)noc2C)C[C@@H]2CC[C@H]1N2C(=O)N1CCC(O)(c2ccc(Cl)cc2)CC1,1.0,-3.1%,-1.4,11.3%,0.1%,-0.1%,-2.2%,-27.7%,-0.2
COC(=O)C1=C(c2cc3ccccc3s2)C[C@@H]2CC[C@H]1N2C(=O)NCC1CC1,.,8.6%,-2.4,5.0%,-5.3%,0.6%,-0.1%,?,.
CCCC[C@@H](C)C[C@@H](C)C(=O)N(C)[C@@H](CC(C)C)C(=O)N[C@H](C(=O)N(C)[C@H](C(=O)N1C[C@@H](O)C[C@H]1C(=O)N1C(=O)C=C[C@@H]1C)C(C)C)C(C)OC(C)=O (stereo partly drawn),.,-4.3%,9.1,-18.6%,-1.2%,-8.1%,-9.8%,.,.
O=c1[nH]c(O)c(C=NC2CCN(Cc3ccccc3)CC2)c(=O)[nH]1,7.0,-3.1%,-12.7,11.4%,-0.8%,-7.8%,-1.0%,-0.8%,0.7
COc1ccc2c3c1OC1C(O)C=CC4C(C2)[N+](C)(C)CCC341 (stereo not drawn),-1.0,-4.8%,-72.2*,-47.3%,-0.5%,0.1%,-3.2%,44.7µM*,1.1
CCOP(=S)(OCC)SCOC(=O)NCC(=O)OC,-3.5,-10.9%,-3.1,-13.1%,-0.3%,0.8%,-5.0%,-10.4%,-1.4
CC1CN=C(Nc2ccccc2)S1 (stereo not drawn),-22.5,.,-5.6,7.5%,-3.2%,2.2%,0.9%,8.9%,0.9
O=C(NN=Cc1ccc(N(CCCl)CCCl)cc1)c1cccc([N+](=O)[O-])c1,.,.,-17.1,?,-16.1%,-5.0%,-1.2%,12.5%,.
C[C@H]1CC[C@@H]2[C@@H](C)[C@H]3C(C[C@H]4C5CC[C@H]6C[C@@H](O)CC[C@]6(C)C5CC[C@]34C)N2C1 (stereo partly drawn),.,.,.,3.0%,.,-2.4%,-2.4%,-4.9%,.
O=C1NC(=S)NC(=O)C12C(c1ccc(F)cc1)NC(=S)NC2c1ccc(F)cc1 (stereo not drawn),4.5,-5.6%,-3.4,-22.0%,-4.8%,1.0%,-1.0%,-25.5%,-1.1
COc1ccc(NC(=O)c2sc3nc4c(cc3c2N)N2CCC4CC2)cc1OC,.,-0.1%,-2.8,-11.2%,0.2%,-7.2%,-4.5%,-48.2%,-0.2
O=C1c2ccccc2C2(c3ccc(Cl)cc3)NCCN12 (stereo not drawn),-5.4,-4.6%,-4.7,-3.3%,-4.3%,-4.7%,-4.6%,10.8%,-2.2
COc1ccc(-n2c(/C=C/c3ccc(O)c(O)c3)nc3ccccc3c2=O)cc1,7.1,2.4%,6.5,-51.0%,?,?,-5.3%,?,1.3
CCCCn1nnnc1C(CCSC)N1CCC2(CC1)C(=O)NCN2c1ccccc1 (stereo not drawn),.,.,-0.9,.,.,-1.1%,-1.6%,4.8%,.
Clc1cccc(Cl)c1Cl,2.6,-9.9%,-7.2,-9.1%,-0.5%,-2.4%,-4.3%,10.1%,1.2
Cc1ccc2cc3cc(C(=O)N4CCC5(CC4)OCCO5)oc3nc2c1,.,-8.0%,-5.9,0.6%,3.2%,4.3%,5.2%,-23.2%,.
COc1ccc(-c2cc(C(F)(F)F)n3nc(C(=O)N4CCC5(CC4)OCCO5)cc3n2)cc1OC,14.3,13.9%,-5.4,-3.0%,2.3%,1.9%,-5.0%,115.3%[activator],-0.3
CCOS(C)(=O)=O,2.5,11.5%,-5.6,-13.3%,8.9%,0.4%,-0.2%,-26.5%,0.5
O=C(O)c1cc[c]([Hg][Cl])cc1,2.1,6.2%,-61.4*,6.7µM*!,3.7%,?,-3.5%&-7.3%,.,-1.4
S=C(NCCc1ccccc1)N1Cc2cc(Br)ccc2-n2nncc2C1,.,.,-3.6,.,.,-8.2%,5.9%,-15.6%,.
COc1ccc(C2C(C(=O)N3CCC4(CC3)OCCO4)c3cc(OC)c(OC)cc3C(=O)N2C)cc1 (stereo not drawn),-20.4,-0.5%,0.8,-23.1%,5.9%,3.1%,1.1%,25.0%,0.8
CCOC(=O)CNC(=O)N1Cc2cc(-c3ccc(OC)cc3)ccc2-n2nncc2C1,.,.,0.1,.,.,-6.5%,1.3%,-54.0%,.
COc1ccc(CC(C)Nc2cccc(F)c2)cc1 (stereo not drawn),-7.3,0.7%,2.7,-14.7%,-3.0%,1.3%,5.0%,6.6%,-1.1
O=C(c1cccc(Cl)c1)C1CCCN(Cc2ccon2)C1 (stereo not drawn),0.5,-5.3%,-0.1,11.1%,0.3%,1.5%,-4.4%,-5.2%,0.6
CC1(C)CC(=O)C2=C(C1)NC(=O)C21C(C(=O)OC(C)(C)C)=C(N)Oc2ccc(Br)cc21 (stereo not drawn),-3.8,-10.6%,0.2,10.9%,8.3%,-5.9%,-5.2%,?,-0.3
CC(=O)N(C1=NCCCS1)c1ccc(F)cc1,20.2,-2.7%,1.3,-21.9%,-7.0%,1.6%,-2.3%,6.8%,-1.3
Cn1c(O)c(C(=Nc2ccc(F)cc2)c2ccccc2)c(=O)n(C)c1=O,-2.3,0.7%,4.4,-8.1%,-12.3%,0.4%,-8.7%,?,-0.1
CCN(CC(=O)Nc1ccc(C#N)c(Cl)c1)CC(=O)NC1CCS(=O)(=O)C1 (stereo not drawn),16.9,-2.0%,-5.3,-1.9%,5.3%,0.0%,3.4%,-2.7%,-1.2
COC(=O)C1=CO[C@@H](C)[C@H]2CN3CC[C@]4(C(=O)Nc5ccccc54)[C@@H]3C[C@H]12,.,-0.5%,-7.3,7.0%,6.2%,-0.9%,-0.9%,-4.0%,.
COc1cccc2cc(-c3cc(=O)oc4ccc(OC(=O)N(C)C)cc34)oc12,.,-1.5%,-1.9,-8.7%,-2.6%,-10.0%,-0.2%,5.1%,.
CCCc1[nH]nc2c1C1(C(=O)N(Cc3ccccc3)c3ccccc31)C(C(=O)OC)=C(N)O2 (stereo not drawn),-17.7,-11.9%,1.8,-15.0%,0.5%,2.8%,-4.4%,-26.8%,0.1
COC(=O)C1=C(c2cc3ccccc3o2)C[C@@H]2CC[C@H]1N2C(=O)N1CCOCC1,.,7.9%,3.0,10.8%,-13.0%,-20.6%,-3.2%,-37.9%,.
Nc1ccccc1C(=O)OCC(=O)Nc1ccc(Br)cc1F,-2.5,-11.7%,-4.6,8.1%,4.3%,0.2%,-2.5%,?,-0.1
COc1ccc(C2CC(=O)Oc3c2c(=O)oc2ccccc32)c(OC)c1OC (stereo not drawn),.,0.3%,1.6,11.8%,.,.,.,?,-1.6
CCC(CC)NCc1c[nH]c2ccccc12,10.4,1.8%,-5.0,-14.4%[11.4 µM],-10.2%,4.7%,-1.2%,-19.9%,3.6
COc1ccc2c(c1)cc(C(=O)N[C@@H](Cc1ccccc1)C(=O)N[C@@H](C)C(=O)O)n2C,.,0.2%,6.0,-5.5%[56.9 µM],?,-15.8%,-0.7%,?,.
CSc1ccccc1NP1(=O)OCC(C)([N+](=O)[O-])CO1 (stereo not drawn),.,-0.9%,-10.6,15.4%,9.3%,1.5%,0.0%,-10.9%,.
Cc1ccc(S(=O)(=O)N(C)N=O)cc1,3.8,-1.0%,-1.4,19.7%,-14.6%,0.7%,0.1%,-11.1%,-0.4
COc1cccc(C(=O)C2CCCN(Cc3ccccn3)C2)c1 (stereo not drawn),10.9,-1.8%,-6.6,-5.6%,-1.5%,4.8%,-3.7%,3.6%,-0.9
Cc1cccc(NC(=O)COC(=O)c2cc(C)n(C3CC3)c2C)c1,-30.0,2.9%,-1.4,3.2%,7.3%,-0.9%,2.5%,-2.6%,-0.3
CC(C)OC(=O)Cc1ccccc1,-0.5,-24.8%,0.1,15.3%,1.5%,0.2%,-3.1%,-11.4%,-0.5
Fc1ccccc1N1CCN(Cc2ccc3c(c2)OCO3)CC1,88.4*,0.1%,-22.2,9.9%,-5.1%,0.7%,-4.1%,?,78.4*
COc1ccccc1CCNC1CCC(C(C)(C)C)CC1 (stereo not drawn),-27.7,-2.2%,-8.8,-9.7%,-4.4%,-1.0%,-0.4%,?,-0.5
CN(C)C(=O)Oc1ccc(OC(=O)c2ccccc2)cc1,2.5,.,-0.4,11.2%,0.8%,0.7%,2.8%,2.9%,0.9
COC(=O)C1=C(c2cc3ccccc3s2)C[C@@H]2CC[C@H]1N2C(=O)NC1CCCCC1,.,4.5%,5.5,-16.5%,-12.5%,-9.6%,-0.9%,?,.
CCOc1cc2c(cc1OCC)-n1cccc1C(c1cccc(F)c1F)NC2 (stereo not drawn),14.4,4.2%,-0.5,3.7%,-3.5%,-4.6%,-7.4%,?,-0.3
Cc1cc(=O)oc2c(C)c(OCC(=O)N3CCN(Cc4ccc5c(c4)OCO5)CC3)ccc12,3.5,4.1%,-1.1,1.2%[11.4 µM],-4.0%,3.2%,9.8%,8.4%,0.0

# Source: PubChem (National Center for Advancing Translational Sciences (NCATS))

# An excerpt, so the mix of outcomes need not match the whole.
